# Assay outcomes deposited in PubChem BioAssay by several laboratories.
# NR5A2 inv ag: NR5A2 inverse agonism in reporter assay; O00482; HEK293T StAR-luciferase reporter, LRH-1 transfected, 24 h; inhibition, % at 3.6 µM; 0.13% of 360,000 active; AID 602396;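 active means inhibition above the mean inhibition of all tested compounds plus 3 SD, cut at about 73% in these data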;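 further: 0% = DMSO wells and 100% = reporter-only cells lacking LRH-1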
# TLR9-MyD88 inh: inhibitors of human TLR9-MyD88 binding; Q9NR96+Q99836; CHO BLA complementation TLR9-MyD88, CCF4 FRET ratio; inhibition, % at 4.98 µM; 0.21% of 340,000 active; AID 504734;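 active means inhibition above the mean over all tested compounds plus 3 SD, cut at about 21% in these data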;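 further: 0% = DMSO only wells and 100% = clavulanate BLA inhibitor control wells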
# C8 TRAIL sens: sensitizes caspase-8 expressing cells to TRAIL; NB7+C8 cells + TRAIL, ATPlite viability luminescence; inhibition (viability loss, TRAIL sensitization), % at 10 µM; 1% of 360,000 active; AID 624354;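 active means compounds causing at least 50% loss of cell viability in the single-dose screen, relative to plate controls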
# Vif imaging: inhibitors of HIV Vif | inhibition, % at 7.49 µM | HEK293T cells, Vif self-association by quenched fluorescence, imaging, 24 h | AID 602346 | 0.35% of 340,000 active; in the data active means inhibition above about 50%, passing the limit was not always enough; further: some results filed as inactive read as strong as hits
# NCOA1 inh: inhibits human SRC1 coactivator. Q15788. HEK293 GAL4-SRC1 luciferase reporter, luminescence. inhibition, % at 3.6 µM. 0.12% of 360,000 active;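 active means inhibition above the campaign mean plus 3 SD, with each screening campaign given its own cutoff, cut at about 60% in these data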;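 further: 0% = DMSO treated cells and 100% = gossypol at 36 µM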
# Target sequence (Q15788 whole entry, looked up, the tested form may be a part): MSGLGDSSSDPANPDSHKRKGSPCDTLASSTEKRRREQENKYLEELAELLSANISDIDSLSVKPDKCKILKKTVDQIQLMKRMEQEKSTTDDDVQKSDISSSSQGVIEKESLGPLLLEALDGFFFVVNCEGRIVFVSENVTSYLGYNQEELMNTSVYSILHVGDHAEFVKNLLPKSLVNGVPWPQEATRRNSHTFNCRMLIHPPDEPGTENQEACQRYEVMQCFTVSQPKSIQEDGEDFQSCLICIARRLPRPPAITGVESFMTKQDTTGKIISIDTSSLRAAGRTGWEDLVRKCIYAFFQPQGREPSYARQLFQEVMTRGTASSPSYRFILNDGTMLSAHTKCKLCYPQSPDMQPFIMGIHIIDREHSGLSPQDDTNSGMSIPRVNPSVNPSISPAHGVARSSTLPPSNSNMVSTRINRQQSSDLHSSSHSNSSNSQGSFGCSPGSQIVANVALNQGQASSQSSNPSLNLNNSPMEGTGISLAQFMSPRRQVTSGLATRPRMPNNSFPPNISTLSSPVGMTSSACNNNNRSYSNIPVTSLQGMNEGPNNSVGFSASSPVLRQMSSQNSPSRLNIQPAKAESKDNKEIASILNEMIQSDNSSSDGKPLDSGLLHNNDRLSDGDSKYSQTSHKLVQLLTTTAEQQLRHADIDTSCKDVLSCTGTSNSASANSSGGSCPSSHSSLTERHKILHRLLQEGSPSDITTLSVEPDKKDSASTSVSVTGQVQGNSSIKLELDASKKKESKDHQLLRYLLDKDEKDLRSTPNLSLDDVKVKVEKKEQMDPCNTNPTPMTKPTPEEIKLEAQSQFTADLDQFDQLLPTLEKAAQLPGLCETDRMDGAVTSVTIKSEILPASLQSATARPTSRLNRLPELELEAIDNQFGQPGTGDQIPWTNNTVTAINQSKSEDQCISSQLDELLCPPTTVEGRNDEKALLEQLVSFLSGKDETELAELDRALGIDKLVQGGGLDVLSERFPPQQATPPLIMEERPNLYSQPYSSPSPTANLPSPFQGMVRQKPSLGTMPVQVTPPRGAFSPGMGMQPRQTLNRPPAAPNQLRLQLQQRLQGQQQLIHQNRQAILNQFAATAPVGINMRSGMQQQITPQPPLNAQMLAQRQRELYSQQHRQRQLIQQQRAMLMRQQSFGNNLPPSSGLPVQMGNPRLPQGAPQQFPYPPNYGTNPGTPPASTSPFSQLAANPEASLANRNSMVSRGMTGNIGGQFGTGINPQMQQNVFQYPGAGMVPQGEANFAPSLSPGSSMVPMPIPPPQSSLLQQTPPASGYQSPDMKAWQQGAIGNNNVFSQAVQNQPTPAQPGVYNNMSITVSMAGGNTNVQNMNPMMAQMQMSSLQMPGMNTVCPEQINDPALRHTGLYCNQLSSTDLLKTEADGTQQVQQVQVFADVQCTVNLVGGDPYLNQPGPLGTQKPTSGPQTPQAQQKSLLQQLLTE
# EBV LMP1 NFkB: inhibitors of Epstein-Barr LMP1-induced NF-kappaB reporter. 0.69% of 350,000 active. LMP1-induced NF-kappaB luciferase reporter cells, luminescence. inhibition, % at 12.5 µM; in the data active means inhibition above about 41%;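 further: 0% = neutral control wells and 100% = reference inhibitor control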
# NCOA3 inh: human NCOA3 inhibition; Q9Y6Q9; HEK293 GAL4-SRC3 luciferase reporter, luminescence; inhibition, % at 3.6 µM; 0.17% of 360,000 active; AID 588352;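 active means inhibition above a per-campaign cutoff, the mean of all compounds plus 3 SD, cut at about 60% in these data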;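 further: 0% = DMSO-treated cells and 100% = gossypol-treated cells at 36 µM; higher means less SRC3-driven luciferase light from the GAL4 reporter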
# NOD2-RIPK2 inh: NOD2-RIPK2 protein interaction inhibition; O43353; CHO BLA complementation NOD2-RIPK2, CCF4 ratio; inhibition, % at 4.98 µM; 0.38% of 360,000 active; in the data active means inhibition above about 21%;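 further: 0% = vehicle only and 100% = reference blocker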
# TROY signal inh: TROY signaling inhibition | Q293 LMP1-TROYcd NF-kB luciferase reporter, 4 h | AID 1347056 | 0.98% of 360,000 active | inhibition, % at 10 µM;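 active means compounds whose plate-normalised and pattern-corrected inhibition of the luciferase reporter signal at the single screening dose is 50% or more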
# NCOA2 inhibitor: inhibits human steroid receptor coactivator 2; Q15596; HEK293 GAL4-SRC2 luciferase reporter, luminescence; inhibition, % at 9 µM; 0.17% of 370,000 active; AID 651957;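 active means inhibition above the mean inhibition of all tested compounds plus 3 SD, set per campaign, cut at about 52% in these data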;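 further: 0% = DMSO treated cells and 100% = cells given Gossypol at 36 µM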
# COUP-TFII inh: blocks human COUP-TFII nuclear receptor | P24468 | HEK293T NGFI-A luciferase reporter, luminescence | inhibition, % at 8.6 µM | 0.7% of 370,000 active | AID 686940;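 active means inhibition above a per-plate cutoff, mean inhibition of test wells between control levels plus 3 SD, cut at about 38% in these data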;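 further: cells cotransfected with COUP-TFII expression vector driving the NGFI-A reporter; 0% = median of COUP-TF2 test wells and 100% = reporter-only cells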
# * hit, by the source's call; . = no result given.
SMILES,NR5A2 inv ag,TLR9-MyD88 inh,C8 TRAIL sens,Vif imaging,NCOA1 inh,EBV LMP1 NFkB,NCOA3 inh,NOD2-RIPK2 inh,TROY signal inh,NCOA2 inhibitor,COUP-TFII inh
O=c1c(N2CCOCC2)c(N2CCOCC2)c1=O,10,-97,2,-3,-24,2,24,-1,-13,1,5
O=C1CCN(Cc2ccc(Cl)cc2)N1,11,1,-22,3,2,-1,3,2,-13,4,-13
CCN(CC)c1ccc(C(=O)OCC(=O)N2CCCC2)cc1,-20,4,3,-4,-2,5,-23,-7,-27,.,.
COCCCNC(=S)N1CCC(C(=O)c2ccc3c(c2)OCCO3)CC1,7,2,3,1,0,1,7,-13,0,-12,12
Cc1ccccc1Nc1c(-c2ccc(N3CCOCC3)cc2)nc2cnccn12,-45,3,48*,4,-31,-26,-37,4,-24,-39,-62
Cc1cc(C(=O)Nc2cccc3c2O[C@H](CN(C)CC2CC2)[C@@H](C)CN([C@H](C)CO)C3=O)n(C)n1,11,-11,4,-8,-8,3,-19,-3,-8,5,14
CCCc1cc(=O)oc2cc(C)cc(OCC(=O)NCC(O)c3ccccc3)c12 (stereo not drawn),-7,0,6,-7,5,-3,2,-5,-7,3,-9
Cc1ccc(C)c(Cn2c(=O)n(CCC(=O)NCc3ccco3)c(=O)c3ccccc32)c1,-11,-3,-1,-8,-3,3,23,-1,-14,-3,13
COc1ccc(C(=O)Oc2ccc(N(C)S(=O)(=O)c3ccccc3)cc2)cc1[N+](=O)[O-],2,-9,-2,3,-10,-9,8,-10,25,-6,9
O=C(O)CN1CCN(Cc2ccccc2Cl)C1=O,-2,4,8,-2,-15,-5,4,6,5,-4,13
COc1ccc(C2CC(O)(c3ccccc3)Oc3c(C)ccc(C)c32)cc1 (stereo not drawn),-4,-7,-4,-3,-7,3,-3,0,11,-8,1
O=C(CSCc1cccc(CSCC(=O)Nc2ccc3ccccc3c2)n1)Nc1ccc2ccccc2c1,1,3,4,-19,0,-4,12,-9,38,-33,-6
COc1ccc(Cc2nnc(NC(=O)C3CC(=O)N(c4ccccc4C)C3)s2)cc1OC (stereo not drawn),0,8,5,1,-13,1,4,-8,9,-15,-7
COc1ccc(S(=O)(=O)NCC(c2ccc(C)cc2)N2CCN(C)CC2)cc1 (stereo not drawn),-2,8,3,10,7,4,-2,3,2,-21,-16
Cc1[nH]nc(SCC(=O)N(C)c2ccccc2)c1[N+](=O)[O-],0,-5,-9,3,13,-1,14,-11,7,-5,-10
Cc1ccc2ccc3cccnc3c2n1,48,-10,9,-4,26,19,38,-4,-30,-16,16
NNC(=O)c1sc(-c2ccccc2)cc1N,-2,-8,18,-5,-19,-2,-10,-5,-22,-28,-18
Cc1cc(C)c2c3c(cn2n1)c(=O)n(C)c(=O)n3C,-7,-1,8,.,-14,6,-5,-5,9,12,4
Cc1cc(C)n(CCNC(=O)CC2C(=O)NCCN2CC2CCCCC2)n1 (stereo not drawn),21,13,-12,4,11,-7,7,-5,0,6,12
C=CCn1c(C23CC4CC(CC(C4)C2)C3)n[nH]c1=S,-3,-13,1,-3,2,13,-1,-5,-4,4,9
CCSC1=C(C#N)C(c2ccccc2OC)CC(=O)N1 (stereo not drawn),10,7,-2,.,8,-12,14,-19,3,1,0
CC[C@@H](NC(=O)[C@H](Cc1ccccc1)NC(=O)CC[C@H]1O[C@@H](n2ccc(=O)[nH]c2=O)[C@H](O)[C@@H]1O)c1ccccc1,-14,.,-2,-4,11,.,-2,1,-1,-7,-7
CCOC(=O)C1CCN(S(=O)(=O)c2ccc(NC(C)=O)c(Cl)c2)CC1,-1,-3,9,-2,2,4,15,-14,7,7,21
Oc1c(C=Nc2ccccc2)sc2ccccc12,-21,0,17,-6,-85,-48,-71,4,37,-49,-43
COc1ccccc1C(=Cc1ccc([N+](=O)[O-])cc1)C(=O)O,10,4,-2,7,-4,-3,0,2,-25,-36,-2
CC(C)OC(=O)CSc1nnc(-c2ccccn2)n1N,-8,.,5,2,-14,.,13,-16,9,10,-5
C[C@H]1CN([C@@H](C)CO)C(=O)CCCn2nncc2CO[C@@H]1CN(C)S(=O)(=O)c1ccc(-c2ccccc2)cc1,9,-5,-23,.,8,2,-27,-1,8,-9,-12
COc1ccc(S(=O)(=O)N2CCOCC2)cc1NC(=O)COC(=O)c1ccc(C)s1,8,-2,1,4,-4,-17,9,-4,6,-4,-18
Cc1cc(C)n2c(SCC(=O)N(C)C3CCCCC3)nnc2n1,1,1,-1,-1,1,-1,3,-4,-11,-33,14
NC(=O)c1ccc(NC(=O)COC(=O)CNC(=O)c2sc3ccccc3c2Cl)cc1,-4,-2,2,2,-7,6,14,-9,2,-4,1
COc1ccc(-c2oc3c(c2C#CCCCCO)C(OCCO)CC3)cc1 (stereo not drawn),0,.,-10,.,.,.,.,-6,-6,-40,0
CCOC(=O)C1=C(C)S/C(=C\N(C)C)C1=O,-2,9,13,.,13,4,26,4,-2,7,2
CC1CCN(CCNC(=O)c2ccc(NC(=O)C3CCCO3)cc2)CC1 (stereo not drawn),-19,7,5,.,-9,3,4,2,1,15,8
Cc1cc(C(=O)OCC(=O)Nc2cccc(S(=O)(=O)N(C)C)c2)c2ccccc2n1,-12,2,-1,-15,-20,-1,18,-1,35,-17,-11
CCCCNC(=O)Nc1c(C)cc(SC#N)cc1C,12,-1,-11,-2,-6,-4,9,-7,15,-9,3
COc1cc(CNCCCCO)ccc1OCc1ccccc1F,-20,-6,3,9,-61,-7,-19,3,-31,-23,-28
C=CCn1c(O)c(N=Nc2nc3ccccc3c(=O)n2-c2ccccc2)c2ccccc21,-4,-1,-11,-2,2,-6,10,-4,4,-16,4
CCc1ccc(-n2c(=O)c3c(C)c(C(=O)N(C)C)sc3n(CC(=O)NCc3ccco3)c2=O)cc1,-11,-9,5,1,5,-20,12,-7,2,-33,2
CC1(C)CC(CCNS(=O)(=O)c2ccccc2)(c2ccccc2)CCO1 (stereo not drawn),7,-1,5,-9,-6,-9,5,-17,0,1,6
CSCCC(NC(=O)c1cc([N+](=O)[O-])cc([N+](=O)[O-])c1)c1nc2ccccc2[nH]1 (stereo not drawn),-10,-1,-5,1,-32,-8,-2,-1,-20,-36,9
C=CCOC(=O)C(C#N)c1nc2ccccc2nc1N1CCN(Cc2ccccc2)CC1 (stereo not drawn),-6,13,11,-7,-10,3,-9,8,-15,-11,7
CCOC(=O)C1CCN(C(=O)CCCn2nc(C)c3c(C)n(-c4ccc(C)cc4)nc3c2=O)CC1,10,-3,8,3,-11,.,-5,-24,-9,-5,-14
COc1ccc(C2CC(=O)N3CN(c4ccc(C)c(Cl)c4)CSC3=C2C#N)cc1OC (stereo not drawn),7,7,-5,6,2,-1,-34,-8,-26,-34,7
OC1(c2ccccc2)c2ccccc2-c2ncccc21 (stereo not drawn),9,-11,6,-3,-34,-7,3,1,6,-2,18
O=C(CNC(=O)c1cccc(S(=O)(=O)N2CCc3ccccc32)c1)Nc1ccccc1Br,-26,2,11,-2,-62,10,-20,15,14,-27,-45

# Random excerpt: two compounds from above.
SMILES,NR5A2 inv ag,TLR9-MyD88 inh,C8 TRAIL sens,Vif imaging,NCOA1 inh,EBV LMP1 NFkB,NCOA3 inh,NOD2-RIPK2 inh,TROY signal inh,NCOA2 inhibitor,COUP-TFII inh
COc1ccc(C2CC(=O)N3CN(c4ccc(C)c(Cl)c4)CSC3=C2C#N)cc1OC (stereo not drawn),7,7,-5,6,2,-1,-34,-8,-26,-34,7
CCOC(=O)C1CCN(C(=O)CCCn2nc(C)c3c(C)n(-c4ccc(C)cc4)nc3c2=O)CC1,10,-3,8,3,-11,.,-5,-24,-9,-5,-14

# Continuation.
SMILES,NR5A2 inv ag,TLR9-MyD88 inh,C8 TRAIL sens,Vif imaging,NCOA1 inh,EBV LMP1 NFkB,NCOA3 inh,NOD2-RIPK2 inh,TROY signal inh,NCOA2 inhibitor,COUP-TFII inh
COCc1cnc(C)nc1N,-4,3,3,9,-13,-13,0,6,9,-3,14
O=C(NN=C1CCN(Cc2ccccc2)CC1)c1cccc(S(=O)(=O)Nc2ccccc2Cl)c1,-10,-6,-7,-4,18,2,-5,-6,-12,8,-15
O=C(Nc1c(F)cc(F)cc1Br)c1cc(S(=O)(=O)N2CCN(c3ccccn3)CC2)ccc1F,10,-1,4,-15,-8,-3,16,4,29,-3,18
Cc1ccc(C(=O)NCC(=O)OCC(=O)c2ccc(Cl)s2)cc1,9,7,0,-10,-11,-1,4,-1,13,3,1
COc1ccccc1NC(=O)Nc1nc(CC(=O)Nc2ccc(F)c(F)c2)cs1,-14,-10,-1,-5,-10,-2,11,-3,23,11,-5
COc1cccc(N2CCN(c3ccc(S(=O)(=O)N4CCCC4)cc3)CC2)c1,-20,-4,4,-3,-4,9,-3,-9,-10,4,-18
c1coc(C2=NCCc3ccccc32)c1,-1,8,14,-5,9,-2,-9,-4,6,-2,7
CCN(CC)CCn1cnc2c([nH]c3cccc(OC)c32)c1=O,5,4,13,-2,5,-4,-7,8,2,-20,5
COc1ccc(OC)c(S(=O)(=O)N2CCC(C(=O)N3CCCCCC3)CC2)c1,1,1,-12,6,2,1,-4,-5,5,-19,-4
O=C(Cc1ccc(Cl)cc1)NCCS(=O)(=O)N1CCN(c2ccccc2)CC1,7,-1,10,0,-6,4,9,-4,4,4,-10
C[C@@H](c1ccccc1)N1C[C@H](COCc2ccccc2)Oc2cc(N3CC[C@@H](N(C)C)C3)ccc2S1(=O)=O,-15,.,7,.,.,.,.,10,7,12,13
O=C(Nc1ccnn1C1CCN(Cc2ccc3nonc3c2)CC1)c1cccc(F)c1,-2,3,-11,-21,-11,-3,16,7,8,-18,17
COc1cccc(CN(C)CC(=O)Nc2sc3c(c2C#N)CCC3)c1OC,-1,-13,4,-6,-3,6,8,-7,1,-23,2
C=CCOc1ccccc1CNc1cccc(F)c1,-10,-9,-16,1,-30,-6,-5,-3,3,2,3
CCOC(=O)/C(C#N)=C\C1=C(N2CCOCC2)CC(C)(C)OC1,-5,-3,-2,1,3,-1,13,-6,-1,-24,-10
Nc1ccc(CCS(N)(=O)=O)cc1,-4,-2,-10,4,-8,-5,1,-4,0,-5,1
Cc1cccc(C)c1NC(=O)CN(C)C(=O)c1ccc(COc2ccccc2)cc1,-16,-3,-9,3,-16,-24,-2,-3,-68,-6,-15
COC(=O)c1ccc(S(=O)(=O)N2CCC(O)CC2)n1C,-4,-14,-5,-9,-12,1,8,-7,5,-17,5
O=C(O)c1cccc2c1/C(=N/O)c1ccccc1-2,9,9,-10,7,-6,-40,7,6,-26,-8,-7
CCOc1ccc(C(=O)Cc2ccc3oc(C(=O)O)cc3c2)c(O)c1,-9,-6,-3,-9,-6,-11,0,10,-23,-17,11
Cn1c(SCC(=O)NC2CCCCC2)nnc1-c1ccncc1,9,4,1,15,-20,0,-9,-10,4,11,8
O=C(CCN1C(=O)/C(=C/c2ccccc2Cl)SC1=S)NN1CCOCC1,-13,-17,-11,-5,6,-5,6,-9,9,-26,-8
S=c1[nH]nc(-c2ccco2)n1/N=C/c1c(Cl)cccc1Cl,-9,11,-2,1,1,3,17,2,1,14,14
NC(=O)c1nc(-c2ccco2)nc2c1[nH]c(=O)n2-c1ccc(Cl)c(Cl)c1,-1,-8,14,-1,11,-50,5,-6,-2,-6,1
COc1ccc2[nH]cc(CCNC(=O)Cc3ccc(Br)cc3)c2c1,11,1,-22,-7,-23,-10,2,6,22,-24,0

# Not all compounds are listed; count on the stated rates, not on these rows.
